Assay outcomes from PubChem BioAssay.
Nrf2 activator = qHTS of Nrf2 Activators. Potency, µM (highest dose often 46.1 µM), for inactives: top-dose activation, hits mostly activators. 0.31% of 410,000 active. AREc32 ARE-luciferase reporter (MCF7-derived line), luminescence, 24 h; note: potency is the fitted concentration of half-maximal effect; % of control where 0% means no effect; nearly all actives have a fitted effect of over 65% in size
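AREc32 cells carrying an ARE-driven firefly luciferase reporter were seeded at 1000 cells/well in OPTI-MEM with 5% FBS, then exposed to compound for 24 hr at 37 deg C. Luminescence was read with Steady-Glo after 30 min at RT.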
A549 tox = Nrf2 qHTS screen for inhibitors: counterscreen for cytotoxicity | A549 ARE-Fluc cells, CellTiter-Fluor viability, 18-24 h | Potency, µM (highest dose often 46 µM), without a hit: at the highest dose activity change, negative = cytotoxicity, actives largely listed as inhibitors | 0.16% of 390,000 active | AID 504648, 2011; note: potency is the fitted concentration of half-maximal effect; % is set by controls: 0 for no effect and ±100 for the full control effect
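A549 ARE-Fluc cells in 5% FBS OPTI-MEM, 5000 cells/well, rested 2 h then exposed to compounds in concentration-response for 18-24 h at 37 °C. Viability by CellTiter-Fluor fluorescence (Ex 405/Em 525) after 30 min; luciferase luminescence (BugLite, 15 min, RT) read afterwards.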
TGFb SMAD3 inh = qHTS for Inhibitors of TGF-b. 1.2% of 410,000 active. HepG2 CAGA-GFP TGF-b/SMAD3 reporter, GFP fluorescence, 18 h; TGF-beta stimulated, 500 pg/mL final. Potency, µM (highest dose often 46.1 µM), without a hit: top-dose activity, negative = inhibition, hits mostly inhibitors; note: potency is the fitted concentration of half-maximal effect; % is set by controls: 0 for no effect and ±100 for the full control effect; nearly all actives have a fitted effect of over 65% in size
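Using HEPG2 CAGA-GFP reporter cells at 1000 cells/well, we pinned test compounds, stimulated with recombinant TGF-beta (500 pg/mL final) and measured total well GFP after 18 h.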
Akt phos inh = HTS Assay for Inhibitors of Akt Phophorylation: Primary Screen; Neuro2A IGF-stimulated pAkt S473 HTRF, 20 min; stronger effect = lower value; activity change, % for hits at 50 µM; 0.32% of 360,000 active; in the data active = activity change below about -80%; inconclusive = mostly about -51% to -80%; note: % is set by controls: 0 for no effect and ±100 for the full control effect
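Neuro2A cells in DMEM with 0.5% FBS, overnight at 37 deg C, given compound at single 50 µM final, then IGF (6 nM final) for 20 min at 37 deg C. Lysed; phospho-Akt Ser473 by HTRF after 24 h, 665/615 ratio.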
CCT modulator = High-Throughput Screening for Modulators of Cytosolic Chaperonin Activity | purified chaperonin ATPase assay, HTRF ADP detection, 30 min | activity change, % (no concentration beside the values), hits read low | 0.3% of 360,000 active | AID 651819, 2012; in the data active = activity change below about -30%; note: % is set by controls: 0 for no effect and ±100 for the full control effect
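TRiC at 40 or 20 nM final (batch-dependent) in 30 mM Tris pH 7.4, 100 mM KCl, 5 mM MgCl2, 1 mM DTT, with compound at single 76 uM and 10 uM ATP, 30 min at 37 deg C. ADP detected by HTRF Transcreener, 665/615 ratio.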
MmCpn inh = Inhibitors of TCP-1 ring complex (TRiC) of Methanococcus maripaludis (MmCpn): qHTS. purified Mm-Cpn ATPase, ADP Transcreener TR-FRET. Chaperonin Mm-Cpn (Methanococcus maripaludis). 0.031% of 330,000 active. AID 504842, 2011. Potency, µM (doses to about 76.9 µM), without a hit: at the highest dose activity, negative = inhibition, hits mostly inhibitors; note: potency is the fitted concentration of half-maximal effect; % is set by controls: 0 for no effect and ±100 for the full control effect; nearly all actives have a fitted effect of over 80% in size
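Compound-treated chaperonin, 25 nM final, turns over 10 uM ATP at 37°C for 30 min following a 10 min preincubation; ADP generated competes with ADP-d2 for Eu-cryptate antibody, lowering FRET.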
Nrf2 block = Nrf2 qHTS screen for inhibitors. A549 ARE-Fluc reporter, luciferase luminescence, 18-24 h. Potency, µM (titrated, usually from 46 µM), without a hit: top-dose activity change, negative = inhibition, actives largely listed as inhibitors. 2.1% of 360,000 active; note: potency is the fitted concentration of half-maximal effect; % is set by controls: 0 for no effect and ±100 for the full control effect; nearly all actives have a fitted effect of over 60% in size
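Two sequential reads on A549 ARE_Fluc cells exposed to compound for 18-24 h: a CellTiter-Fluor fluorescence read for viability, then a luciferase luminescence read for Nrf2/ARE activity.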
S2 tox = Viability Counterscreen for Primary qHTS for Inhibitors of ATXN expression | Potency, µM (top dose mostly 56.7 µM), most hits filed as cytotoxic | 0.49% of 400,000 active | S2 cells (HEK-293 line with an ATXN2-luciferase reporter) viability, CellTiter-Fluor protease fluorescence, 24 h | AID 651635, 2014; note: potency is the fitted concentration of half-maximal effect; nearly all actives have a fitted effect of over 40% in size
HepG2 tox = qHTS for Inhibitors of TGF-b: Cytotox Counterscreen. HepG2 CAGA-GFP viability, ATP luminescence, 18 h. Potency, µM (doses to about 46.1 µM), for inactives: at the highest dose activity change, negative = cytotoxicity, usual class: cytotoxic. 0.76% of 410,000 active; note: potency is the fitted concentration of half-maximal effect; some results filed as inactive show a strong effect at the top dose
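CellTiter-Glo luminescence gave cytotoxicity after 18 hours at 37 degrees C. The cells were HepG2 CAGA-GFP in 1% FBS DMEM, stimulated with 500 pg/mL TGF-beta after compound addition. %Activity was normalised to no-cell wells (complete cell-killing) and DMSO (no toxicity), and curves were fitted and classified.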
* marks the source's active call; other numbers are inactive results; i = inactive; ? = inconclusive; · = not tested or not shown; & = joins results of further samples; [ ] = remark or other dose. Unless noted, calls come from the whole dose curve; as a rule, active = well fitted curve in the direction sought with a large enough effect; inconclusive = small, poorly fitted or top-dose-only effect, or another doubt; inactive = no such curve, though single readings can be large; an effect the other way counts as inactive or inconclusive.

SMILES | Nrf2 activator | A549 tox | TGFb SMAD3 inh | Akt phos inh | CCT modulator | MmCpn inh | Nrf2 block | S2 tox | HepG2 tox
O=C(Cc1ccc(S(=O)(=O)N2CCCCC2)cc1)NCc1ccc(Cl)cc1 | 1.9% | 3% | -14% | i | -0.1 | 2% | -24% | i | -6%
CC1CC(C)CN(S(=O)(=O)c2ccc3c(c2)n(C)c(=O)c(=O)n3C)C1 (centres undefined) | 0.3% | -6% | -7% | i | -3.6 | 1% | 1% | i | -7%
CCCCS(=O)(=O)N1CCCC(C(=O)Nc2ccc(Cl)cn2)C1 (centres undefined) | 0.0% | 1% | -5% | i | 1.3 | 0% | -19% | i | -19%
COc1ccc(C(=O)NC(=S)Nc2nnn(C)n2)cc1 | 1.5% | -5% | 4% | i | -1.6 | 4% | 12% | i | 10%
Cc1ccc(Cl)cc1N1CCN(c2ncnc3onc(C)c23)CC1 | 0.4% | -19% | ? | · | · | · | 21µM* | i | -17%
COc1ccc(CN2CCC2(C)C(=O)Nc2cnc3ccccc3c2)c2ccccc12 (centres undefined) | 5.0% | · | ? | i | 0.6 | · | · | ? | -28%
O=C(Oc1ccccc1C(=S)N1CCOCC1)c1ccccc1 | -0.4% | -1% | -16% | i | -0.6 | 1% | -2% | i | -12%
Cc1ccc(C(C(=O)NCc2ccco2)N(C(=O)CNC(=O)c2cccs2)c2ccc(C)cc2)cc1 (centres undefined) | 0.2% | -7% | 5% | i | -2.8 | 0% | -29% | ? | -5%
COc1ccc(CSc2nnc(Cc3sc(-c4ccccc4)nc3-c3ccccc3)o2)cc1 | 0.1% | -1% | 13% | i | 2.2 | 35µM* | -12% | i | 3%
CC(=O)C1=C(C)NC(C)=C(C(C)=O)C1c1ccccc1 | -0.4% | -2% | -7% | i | -0.3 | -2% | 3% | i | 14%
COc1cc(-c2nc(C(=O)NC3CCCCC3)cc3c2[nH]c2ccccc23)cc(OC)c1OC | 5.7% | -8% | -2% | i | -8.2 | -9% | 9.2µM* | ? | -3%
Cc1ccc(C2=NCCn3nc4cc([N+](=O)[O-])ccc4c32)cc1 | -0.5% | 10% | -10% | i | 0.1 | 1% | 9% | i | -2%

Part of the list above in order of length of the SMILES, smallest number first:
SMILES | Nrf2 activator | A549 tox | TGFb SMAD3 inh | Akt phos inh | CCT modulator | MmCpn inh | Nrf2 block | S2 tox | HepG2 tox
CCCCS(=O)(=O)N1CCCC(C(=O)Nc2ccc(Cl)cn2)C1 (centres undefined) | 0.0% | 1% | -5% | i | 1.3 | 0% | -19% | i | -19%
Cc1ccc(C2=NCCn3nc4cc([N+](=O)[O-])ccc4c32)cc1 | -0.5% | 10% | -10% | i | 0.1 | 1% | 9% | i | -2%
COc1cc(-c2nc(C(=O)NC3CCCCC3)cc3c2[nH]c2ccccc23)cc(OC)c1OC | 5.7% | -8% | -2% | i | -8.2 | -9% | 9.2µM* | ? | -3%

Going on with the list.
SMILES | Nrf2 activator | A549 tox | TGFb SMAD3 inh | Akt phos inh | CCT modulator | MmCpn inh | Nrf2 block | S2 tox | HepG2 tox
COc1cccc(C(=O)OCC(=O)c2ccc(Br)s2)c1OC | 3.8% | 0% | -5% | i | -0.9 | -24% | 6% | i | 4%
Cc1ccccc1Cn1c(=O)sc2ccccc2c1=O | -0.6%[9.22 µM] | 0% | -9% | i | 1.5 | -4% | -9% | i | -11%
CN(C)C(=O)CN1CCN(C(=O)CCl)CC1 | ? | -13% | -14% | i | 2.0 | -1% | ? | ? | -18%
COc1ccc(-c2[nH]c3ccccc3c2SCCNC(=O)c2ccccc2)cc1 | -0.1% | -18% | ? | i | -0.5 | -10% | ? | ? | -35%
O=C(CSc1nc2sccc2c(=O)[nH]1)N1CCN(c2ccccc2)CC1 | 0.4% | -9% | 1% | i | -0.2 | 0% | ? | i | 9%
CC(C(=O)OCC(=O)c1ccc(Br)cc1)N1C(=O)C2C3C=CC(C3)C2C1=O (centres undefined) | 0.3% | -1% | -9% | i | 0.5 | 1% | 7% | i | 4%
Cc1cccc(NC(=O)Cn2c(SCC(=O)NCc3ccccc3)nc3ccccc32)c1C | -0.9% | 15% | -19% | · | · | · | · | i | -10%
CC(C)CN1CCN(Cc2cc3ccccc3[nH]2)CC1CCO (centres undefined) | 2.1%[9.22 µM] | -3% | 6% | i | -2.2 | 1% | 21% | i | -18%
CC(C)(C)c1ccc(C(=O)Nc2ccc(NC(=O)c3ccc(Cl)c(Cl)c3)cc2)cc1 | 0.2% | 0% | -23% | · | · | · | 12% | i | -4%
Fc1cccc(Cl)c1CNn1cn[nH]c1=S | -0.5% | 1% | 14% | i | -1.3 | 0% | -11% | i | 12%
Cc1ccc(C)c(CN2C(=O)c3ccccc3S(=O)(=O)c3ccc(C(=O)N4CCN(C)CC4)cc32)c1 | 0.3%&2.8% | -11%&-13% | -10% | i | -1.3 | 1% | -12%&5% | i | -18%&-30%
O=C(NCc1ccccc1Cl)c1cccc(NC2=NC3CS(=O)(=O)CC3S2)c1 (centres undefined) | 0.1% | 0% | 0% | i | 1.8 | 2% | 17% | i | -1%
O=C(CSc1ccc([N+](=O)[O-])cc1)OCC(=O)N1CCCC1=O | 0.1% | 21% | 16% | i | 1.4 | 1% | 2% | i | 4%
O=S(=O)(NCc1cccs1)NCc1ccccc1F | -0.4% | -2% | 18% | i | 1.1 | -1% | ? | i | 4%
CN(C(=O)c1cccc(NC(=O)Cc2ccc(NC(=O)C3CCN(C(=O)C4CCC4)CC3)cc2)c1)C1CCC1 | -1.2% | -3% | 19% | i | -0.5 | · | 12% | i | 3%
Clc1ccc(SCc2nc3ccccc3[nH]2)cc1 | 0.4% | -5% | -6% | i | -8.5 | -1% | ? | i | -22%
CCC1CCCCN1C(=O)CCc1nnc(C2CCCCC2)o1 (centres undefined) | 1.8% | 0% | 0% | i | 3.5 | -1% | ? | i | -11%
COc1ccccc1N1CCN(C(=O)c2oc3ccccc3c2C)CC1 | -1.0% | -17% | 6% | · | -2.8 | 0% | ? | i | 0%
CCCCN(C)CCCNC(=O)C1CCN(c2nc3ccc(CC)cc3s2)CC1 | 11% | -1% | ? | · | · | · | 10%[9.27 µM] | · | 14µM*
CCOc1ccc(CCNc2ncnc3onc(-c4ccc(F)cc4)c23)cc1OCC | -1.1% | -7% | -17% | · | · | · | · | ? | -26%
O=C(Cc1coc(-c2ccc(F)cc2)n1)NCc1ccccc1 | 0.3% | -5% | 0% | i | 1.1 | -7% | ? | i | -1%
CCc1nn(CC(=O)NCCN2CCN(C)CC2)c(=O)c2cc3occc3n12 | 0.5% | -6% | ? | i | -2.8 | 0% | 12% | i | 0%
COc1ccc2c(=O)c(-c3ccc4c(c3)OCO4)coc2c1 | 0.2% | -9% | -3% | i | -1.7 | -2% | ? | i | -9%
CCCN(CCC)CC(O)Cn1cc(/C=C/C(=O)c2ccc(C)cc2)c2ccccc21 (centres undefined) | 24% | ? | ? | · | · | · | ? | ? | 8.9µM*
O=C(NCCCN1CCCC1=O)Nc1cc(Cl)ccc1Cl | 0.1% | 3% | -2% | i | -3.3 | 1% | 1% | i | 0%
COc1ccc(/C=C(/C#N)c2nc(-c3ccc(Br)cc3)cs2)cc1 | 5.4% | -12% | 22% | · | · | · | ? | i | 5%
Cc1cc(OCC(O)CN2C(C)CCCC2C)ccc1C(C)C (centres undefined) | -0.2% | -25% | -4% | i | 1.0 | -1% | -4% | i | -21%
CC(=O)c1ccc(N(CC(=O)NCCc2ccccc2)C(=O)c2csnn2)cc1 | -0.2% | -3% | 7% | i | -1.1 | 2% | 5% | ? | 14%
CC(O)c1ccc(Oc2cnccn2)cc1 (centres undefined) | -0.4% | 1% | 0% | i | -5.1 | 0% | 3% | i | -11%
CCOc1ccc(NC(=O)CSc2nnnn2C2CCCC2)cc1 | 1.7% | 5% | 2% | i | -0.9 | -4% | 13% | i | 1%
O=C(COC(=O)c1ccc2ncsc2c1)NCc1ccc(Cl)cc1 | -1.0% | -4% | 21% | i | 0.3 | 0% | ? | i | -3%
O=C(CN1CCC(n2nnc3cc(C(F)(F)F)ccc32)CC1)N1CCc2ccccc21 | -0.8% | ? | -9% | i | 1.7 | 0% | 5% | i | -18%
O=[N+]([O-])c1csc2ccccc12 | 0.0% | -1% | 18% | i | -3.8 | · | -10% | i | 5%
Cc1ccc(S(=O)(=O)N(C)c2ccc3c(c2)C(=O)c2ccccc2-3)cc1 | 8.3% | · | -1% | i | -1.3 | · | · | i | -15%

Among those listed so far, these have an NH in an aromatic ring.
SMILES | Nrf2 activator | A549 tox | TGFb SMAD3 inh | Akt phos inh | CCT modulator | MmCpn inh | Nrf2 block | S2 tox | HepG2 tox
COc1cc(-c2nc(C(=O)NC3CCCCC3)cc3c2[nH]c2ccccc23)cc(OC)c1OC | 5.7% | -8% | -2% | i | -8.2 | -9% | 9.2µM* | ? | -3%
COc1ccc(-c2[nH]c3ccccc3c2SCCNC(=O)c2ccccc2)cc1 | -0.1% | -18% | ? | i | -0.5 | -10% | ? | ? | -35%
O=C(CSc1nc2sccc2c(=O)[nH]1)N1CCN(c2ccccc2)CC1 | 0.4% | -9% | 1% | i | -0.2 | 0% | ? | i | 9%
CC(C)CN1CCN(Cc2cc3ccccc3[nH]2)CC1CCO (centres undefined) | 2.1%[9.22 µM] | -3% | 6% | i | -2.2 | 1% | 21% | i | -18%
Fc1cccc(Cl)c1CNn1cn[nH]c1=S | -0.5% | 1% | 14% | i | -1.3 | 0% | -11% | i | 12%
Clc1ccc(SCc2nc3ccccc3[nH]2)cc1 | 0.4% | -5% | -6% | i | -8.5 | -1% | ? | i | -22%
